Compound activity deposited in PubChem by several laboratories.
Arr AP2 block: inhibitors of beta-arrestin/AP2 binding, primary screen, biochemical, GPCR trafficking, flow cytometry | beta-arrestin 1 C-terminal peptide binding to AP2 beta2-adaptin appendage (human) | FITC-arrestin peptide / GST-AP2 beads; AP2 beta2 appendage carries R879A mutation | inhibition, % at 10 µM | actives 0.31% (n = 340,000);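 active means inhibition above a set limit, near 3 SD of compounds lacking own fluorescence, cut at about 54% in these data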;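 further: plate controls were DMSO wells for no effect and 5 µM unlabelled arrestin peptide for full effect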
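Material – GST-tagged AP2 beta2-adaptin appendage (R879A) on 4 µm glutathione beads · Probe or stimulus – fluorescein-tagged arrestin peptide at 50 nM final · Timing – 12 min plus 1 h, RT · Detection – bead flow cytometry, FITC channel · Read-out basis – inhibition as reduced fluorescein signal on beads, percent · Medium – PBS plus Tween 20 (0.05%) and BSA (0.1%)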
NSD2 inh: NSD2 histone methyltransferase inhibitors, primary screen, biochemical, AlphaScreen, single concentration, set 2; NSD2 peptide methylation, 120 min; inhibition, % at 12.5 µM; actives 0.54% (n = 310,000); in the data active means inhibition above about 50%
V-ATPase pHluor: regulators of yeast V-ATPase proton pumping, primary screen, pHLuorin cytosolic pH fluorescence. S. cerevisiae. response, % at 10 µM. actives 0.37% (n = 350,000); in the data active means response mostly above about 7.3%, no sharp cut-off; inactive means mostly below about 5.4%; further: actives read high; inactives centre near 0; some compounds called inactive have numbers as strong as hits
Keap1-Nrf2 PPI: Keap1-Nrf2 protein-protein interaction inhibitors, primary screen, biochemical, fluorescence polarization, single point; actives 0.15% (n = 340,000); Keap1 Kelch-Nrf2 peptide fluorescence polarization, 1536-well; AID 504523, 2011; inhibition, % at 9.4 µM; in the data active means inhibition above about 12%;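 further: human Keap1 Kelch domain with fluorescein labeled Nrf2 9mer peptide probe; 0% = neutral control wells and 100% = peptide positive control; higher means more block of Keap1 binding to Nrf2 peptide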
CAL PDZ FP-1: CAL PDZ peptide-binding inhibitors, primary screen, biochemical, fluorescence polarization, Cer-tagged CAL PDZ, HTS; Golgi-associated PDZ and coiled-coil motif-containing protein (Homo sapiens), Q9HD26; purified CAL PDZ, TMR-peptide fluorescence polarization, 1 h; inhibition, % at 20 µM; actives 0.02% (n = 330,000); AID 504414, 2011;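 active means highest replicate inhibition of at least 40%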;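 further: plate controls were DMSO neutral control wells for no effect and unlabeled competitor peptide control wells for full effect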
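Control set: unlabelled peptide and DMSO controls / Material: purified CerCALP PDZ construct / Timing: 1 h incubation at room temperature before polarization reading / Doses: 20 µM, one dose / Detection: fluorescence polarization (mP)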
Pemphigus Ab inh: inhibitors of pemphigus antibody binding to DSG3, primary screen, biochemical, bead-based, flow cytometry, scFv-GFP; Desmoglein-3 (Homo sapiens), P32926; DSG3-coupled beads, scFv-anti-DSG3-GFP binding; active compounds read low; binding (percent of control), % at 10 µM; actives 0.48% (n = 310,000);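 active means binding more than 3 SD below its plate's average and above zero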;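 further: hits lower antibody fragment binding to DSG3; some compounds called inactive have numbers as strong as hits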
Target sequence (P32926 whole entry, looked up, the tested form may be a part): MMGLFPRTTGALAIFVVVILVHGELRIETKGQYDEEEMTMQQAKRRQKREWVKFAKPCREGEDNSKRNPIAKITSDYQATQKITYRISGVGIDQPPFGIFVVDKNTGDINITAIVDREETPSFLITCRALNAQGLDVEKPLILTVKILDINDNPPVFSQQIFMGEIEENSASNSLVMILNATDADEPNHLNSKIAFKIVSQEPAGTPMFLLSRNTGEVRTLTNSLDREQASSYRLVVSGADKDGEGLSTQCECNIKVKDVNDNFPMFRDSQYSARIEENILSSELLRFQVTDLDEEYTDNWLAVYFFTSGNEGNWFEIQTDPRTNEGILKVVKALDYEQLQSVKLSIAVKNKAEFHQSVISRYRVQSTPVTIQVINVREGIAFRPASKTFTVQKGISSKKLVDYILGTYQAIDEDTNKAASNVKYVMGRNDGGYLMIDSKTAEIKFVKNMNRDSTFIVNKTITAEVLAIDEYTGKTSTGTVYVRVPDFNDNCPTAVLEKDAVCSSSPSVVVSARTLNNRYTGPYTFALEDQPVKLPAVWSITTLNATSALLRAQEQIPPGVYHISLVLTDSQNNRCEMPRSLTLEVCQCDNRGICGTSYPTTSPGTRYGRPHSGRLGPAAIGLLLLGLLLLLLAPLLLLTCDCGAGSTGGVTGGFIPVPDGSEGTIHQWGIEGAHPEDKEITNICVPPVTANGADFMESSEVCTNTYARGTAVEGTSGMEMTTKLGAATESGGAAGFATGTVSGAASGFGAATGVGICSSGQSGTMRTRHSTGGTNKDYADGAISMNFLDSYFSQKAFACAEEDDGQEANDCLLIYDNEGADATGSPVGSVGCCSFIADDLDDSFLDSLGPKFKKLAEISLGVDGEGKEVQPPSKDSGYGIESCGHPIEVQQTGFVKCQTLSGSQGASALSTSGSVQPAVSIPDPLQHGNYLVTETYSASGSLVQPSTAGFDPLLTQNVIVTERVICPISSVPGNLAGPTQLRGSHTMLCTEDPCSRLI
RTF Ca sens inh: cardiac RTF calcium sensitivity inhibitors, primary screen, biochemical, IANBD-TnC fluorescence, EC70 calcium; IANBD-labeled cardiac RTF, Ca2+ fluorescence; inhibition, % at 7.15 µM; actives 0.12% (n = 340,000); AID 493244, 2011;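 active means inhibition above the mean inhibition of all tested compounds plus 3 SD, cut at about 17% in these data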;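 further: assay run at fixed EC70 calcium of 1.6 mM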
CAL PDZ FP-2: untagged CAL PDZ binding inhibitors, primary screen, biochemical, fluorescence polarization, HTS | Golgi-associated PDZ and coiled-coil motif-containing protein (Homo sapiens), Q9HD26 | purified CAL PDZ, TMR-peptide fluorescence polarization, 1 h | inhibition, % at 24.9 µM | actives 0.92% (n = 300,000) | AID 602252, 2012;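 active means mean inhibition of at least 30% with at least half of replicates also reaching 30%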;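 further: 0% = DMSO neutral control and 100% = excess unlabeled competitor peptide PRC23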
C-LANA FP: inhibitors of KSHV C-LANA binding to DNA, primary screen, biochemical, fluorescence polarization, FAM-LBS DNA, MBP-C-LANA, single point; Kaposi's sarcoma herpesvirus LANA C-terminal domain (residues 932-1162) DNA binding; inhibition, % at 9 µM; actives 0.078% (n = 340,000); AID 504423, 2011;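 active means highest replicate inhibition at or above 60% at 9 µM, even if other replicates fall short; inactive means all replicates below 60% inhibition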;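 further: 0% = neutral control wells and 100% = 4 µM acridine orange control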
DAGLB inh: DAGLB lipase inhibitors, primary screen, biochemical, fluorescence, HTS; actives 0.059% (n = 340,000); Diacylglycerol lipase-beta (Homo sapiens), Q8NCG7; AID 504411, 2011; HEK293T DAGLB membrane lysate, EnzChek fluorogenic substrate; inhibition, % at 5.17 µM; in the data active means inhibition above about 34%;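 further: 0% = enzyme with vehicle and 100% = wells lacking enzyme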
Numbers without * were called inactive. A portion of the library; count on the stated rates, not on these rows.

For COc1cccc(NC(=O)Cn2c(=O)n(-c3ccccc3)c(=O)c3sccc32)c1 the results were Arr AP2 block 2.3, NSD2 inh -2.0, V-ATPase pHluor -4.5, Keap1-Nrf2 PPI 0.1, CAL PDZ FP-1 -2.7, Pemphigus Ab inh 101.9, RTF Ca sens inh -10.4, CAL PDZ FP-2 -0.4, C-LANA FP -1.0 and DAGLB inh -2.6.
For O=C(CCN1C(=O)c2ccccc2C1=O)NCc1cccc(Cl)c1 the results were Arr AP2 block -7.7, NSD2 inh 33.7, V-ATPase pHluor -0.6, Keap1-Nrf2 PPI -1.2, CAL PDZ FP-1 -1.0, RTF Ca sens inh -10.4, C-LANA FP 2.1 and DAGLB inh -1.2.
Cc1[nH]nc2c1C1(C(=O)N(Cc3ccc(Cl)cc3)c3ccccc31)C(C#N)=C(N)O2 (configuration not stated) was read as Arr AP2 block 2.4, NSD2 inh -0.5, V-ATPase pHluor -0.4, Keap1-Nrf2 PPI -1.9, CAL PDZ FP-1 -2.1, Pemphigus Ab inh 100.2, RTF Ca sens inh 4.6, CAL PDZ FP-2 -0.9, C-LANA FP 0.0 and DAGLB inh -2.1.
For CCN1CCc2nc(SCC(=O)Nc3ccc(OC)cc3)c(C#N)cc2C1 the results were Arr AP2 block -13.8, NSD2 inh 0.5, V-ATPase pHluor 1.6, Keap1-Nrf2 PPI -4.2, CAL PDZ FP-1 -0.8, RTF Ca sens inh -16.2, CAL PDZ FP-2 -7.9, C-LANA FP 1.4 and DAGLB inh -1.1.
CN(C)C1(CNC(=O)CC(NC(=O)c2ccccc2Cl)c2ccccc2)CCCCC1 (configuration not stated) was read as Arr AP2 block 25.0, NSD2 inh 5.2, V-ATPase pHluor 0.8, Keap1-Nrf2 PPI 0.0, CAL PDZ FP-1 -2.0, Pemphigus Ab inh 103.2, RTF Ca sens inh 4.6, CAL PDZ FP-2 -1.1, C-LANA FP 0.7 and DAGLB inh -1.4.
For CC(C)(C)NC(=O)CN(C(=O)CN1C(=O)C(=O)c2ccccc21)C(C)(C)C the results were Arr AP2 block 43.2, NSD2 inh -0.1, V-ATPase pHluor 3.1, Keap1-Nrf2 PPI -0.9, CAL PDZ FP-1 -0.2, Pemphigus Ab inh 101.1, RTF Ca sens inh 5.3, CAL PDZ FP-2 4.1, C-LANA FP 0.2 and DAGLB inh 0.6.
For O=c1cc(O)c2ccccc2n1Cc1ccccc1 the results were Arr AP2 block -22.1, V-ATPase pHluor 0.4, Keap1-Nrf2 PPI 3.5, CAL PDZ FP-1 0.1, Pemphigus Ab inh 100.0, RTF Ca sens inh 11.6, C-LANA FP -0.2 and DAGLB inh 2.7.
`COCCn1c(SCC(=O)Nc2ccc3c(c2)OCCO3)nc2c(c1=O)SC(C)C2` (configuration not stated) gave Arr AP2 block -2.5, V-ATPase pHluor -2.0, Keap1-Nrf2 PPI 0.8, CAL PDZ FP-1 -1.7, Pemphigus Ab inh 93.5, RTF Ca sens inh 1.4, C-LANA FP -0.1 and DAGLB inh 0.9.
For CCn1c(CCC(=O)O)nc2cc(S(=O)(=O)N3CCOCC3)ccc21 the results were Arr AP2 block -2.1, NSD2 inh -0.5, V-ATPase pHluor -3.9, Keap1-Nrf2 PPI -1.0, CAL PDZ FP-1 0.1, Pemphigus Ab inh 90.5, RTF Ca sens inh 2.5, CAL PDZ FP-2 -3.6, C-LANA FP 0.9 and DAGLB inh -2.8.
`CCCCn1c(=O)n(C)c(=O)c2c(C(F)(F)F)cc(-c3ccncc3)nc21` gave Arr AP2 block -6.2, NSD2 inh 2.6, V-ATPase pHluor 1.9, Keap1-Nrf2 PPI -2.0, CAL PDZ FP-1 -1.5, Pemphigus Ab inh 100.9, RTF Ca sens inh -7.1, CAL PDZ FP-2 -5.3, C-LANA FP -0.5 and DAGLB inh -0.8.
`CCCc1cc(=O)n2[nH]c(-c3ccco3)nc2n1` gave Arr AP2 block 3.9, NSD2 inh 1.1, V-ATPase pHluor 15.7*, Keap1-Nrf2 PPI -4.5, CAL PDZ FP-1 0.4, Pemphigus Ab inh 103.4, RTF Ca sens inh -1.5, CAL PDZ FP-2 9.4, C-LANA FP -0.2 and DAGLB inh 0.7.
`CCC(=O)Nc1cc(-c2nn3c(C)nnc3s2)ccc1C` gave Arr AP2 block -0.9, NSD2 inh -0.1, V-ATPase pHluor -0.3, Keap1-Nrf2 PPI -3.5, CAL PDZ FP-1 -1.6, Pemphigus Ab inh 102.4, RTF Ca sens inh 2.7, CAL PDZ FP-2 3.3, C-LANA FP 1.5 and DAGLB inh 1.8.
O=[N+]([O-])c1ccc2cn(C3OC(CO)C(O)C3O)nc2c1 (configuration not stated) was read as NSD2 inh -6.3, V-ATPase pHluor 3.1, Pemphigus Ab inh 108.2 and DAGLB inh -1.9.
For Cc1[nH]c2c(ccc3ccccc32)c1C1C(CCN)C1(C)C (configuration not stated) the results were Arr AP2 block 1.0, NSD2 inh 12.3, V-ATPase pHluor -0.8, Keap1-Nrf2 PPI -3.4, CAL PDZ FP-1 -3.6, Pemphigus Ab inh 96.3, RTF Ca sens inh -5.6, CAL PDZ FP-2 -1.9, C-LANA FP -1.5 and DAGLB inh 4.4.
`O=C(N/C(=C/c1ccc([N+](=O)[O-])cc1)C(=O)N1CCCC1)c1ccccc1` gave Arr AP2 block 15.9, NSD2 inh -2.4, V-ATPase pHluor -0.1, Keap1-Nrf2 PPI -1.6, CAL PDZ FP-1 -0.3, Pemphigus Ab inh 102.9, RTF Ca sens inh 3.1, CAL PDZ FP-2 0.3, C-LANA FP 0.5 and DAGLB inh -1.8.
Screening COc1ccc(C(=O)OCCc2ccc(O)cc2)cc1 returned V-ATPase pHluor 5.6, Keap1-Nrf2 PPI 0.0, CAL PDZ FP-1 -0.7, Pemphigus Ab inh 98.9, RTF Ca sens inh -0.3, CAL PDZ FP-2 -5.9, C-LANA FP -0.3 and DAGLB inh -7.3.
For CCCOc1ccc(S(=O)(=O)N2CCN(C)CC2)c2ccccc12 the results were Arr AP2 block 5.3, NSD2 inh 11.2, V-ATPase pHluor -0.5, Keap1-Nrf2 PPI -6.0, CAL PDZ FP-1 -1.7, RTF Ca sens inh 6.6, CAL PDZ FP-2 -2.6, C-LANA FP 0.0 and DAGLB inh -2.7.
COC(=O)CSc1ncc(S(=O)(=O)c2ccccc2)c(=O)[nH]1 was read as Arr AP2 block -0.6, NSD2 inh 25.5, V-ATPase pHluor 2.6, Keap1-Nrf2 PPI 0.8, CAL PDZ FP-1 -0.5, Pemphigus Ab inh 104.2, RTF Ca sens inh 2.9, CAL PDZ FP-2 2.8, C-LANA FP 0.6 and DAGLB inh 1.9.
COc1ccc([C@@H]2[C@@H]3C(=O)N(C(C)(C)C)C(=O)[C@@H]3[C@]3(Cc4ccc(Cl)cc4)C(=O)N(c4ccc(C)cc4)C(=O)N23)cc1 was read as Arr AP2 block 5.1, V-ATPase pHluor 0.8, Keap1-Nrf2 PPI -3.0, CAL PDZ FP-1 0.2, Pemphigus Ab inh 103.0, RTF Ca sens inh 3.6, CAL PDZ FP-2 -2.4, C-LANA FP -1.4 and DAGLB inh -5.0.
COC(=O)c1ccccc1NC1CC(=O)N(c2c(C)cccc2C)C1=O (configuration not stated) was read as Arr AP2 block 12.3, NSD2 inh -1.8, V-ATPase pHluor -4.0, Keap1-Nrf2 PPI -1.4, CAL PDZ FP-1 -1.3, Pemphigus Ab inh 104.1, RTF Ca sens inh 2.5, C-LANA FP -1.2 and DAGLB inh 0.8.
CS(=O)(=O)N(CC(=O)N1CCc2ccccc2C1)c1ccc(Br)cc1 was read as Arr AP2 block -6.0, NSD2 inh 0.2, V-ATPase pHluor -1.6 and Pemphigus Ab inh 103.6.
For Cc1ccccc1Oc1nc(-c2ccccn2)nc2ccccc12 the results were Arr AP2 block -20.4, NSD2 inh 1.4, V-ATPase pHluor 5.3, Keap1-Nrf2 PPI 0.2, CAL PDZ FP-1 -1.1, RTF Ca sens inh -4.8, CAL PDZ FP-2 -4.2, C-LANA FP -0.6 and DAGLB inh 1.0.
For CCOC(=O)C1(Cc2cccc(Cl)c2)CCCN(C2CCN(C(C)=O)CC2)C1 (configuration not stated) the results were Arr AP2 block -7.2, NSD2 inh -2.9, V-ATPase pHluor -2.2, Keap1-Nrf2 PPI -2.1, CAL PDZ FP-1 15.1, Pemphigus Ab inh 183.0, RTF Ca sens inh -11.4, CAL PDZ FP-2 -9.2, C-LANA FP 2.5 and DAGLB inh -2.8.
For CC1=CCC(C(=O)O)(C(=O)N/N=C/c2cccnc2)C(c2ccccc2)C1 (configuration not stated) the results were Arr AP2 block 3.6, NSD2 inh 3.0, V-ATPase pHluor 0.4, Keap1-Nrf2 PPI 0.0, CAL PDZ FP-1 -0.3, Pemphigus Ab inh 100.5, CAL PDZ FP-2 7.4 and C-LANA FP -1.0.
Cc1ccccc1OCC(=O)Nc1nc(-c2ccncc2)cs1 was read as Arr AP2 block -8.9, NSD2 inh 0.4, V-ATPase pHluor 1.7, Keap1-Nrf2 PPI -0.8, CAL PDZ FP-1 -1.2, Pemphigus Ab inh 111.9, RTF Ca sens inh -2.2, CAL PDZ FP-2 -9.9, C-LANA FP 0.0 and DAGLB inh -5.2.
Screening Cc1ccc(NC(=O)c2cn(CCC#N)nc2-c2cccs2)c([N+](=O)[O-])c1 returned Arr AP2 block 4.8, NSD2 inh 3.1, V-ATPase pHluor 1.4, Keap1-Nrf2 PPI -1.5, CAL PDZ FP-1 -0.4, Pemphigus Ab inh 99.2, RTF Ca sens inh -4.1, CAL PDZ FP-2 -3.1, C-LANA FP -0.2 and DAGLB inh -2.6.
Screening C=C(C)CN(CC)c1nc(N)c2c(N)nc3c(c2c1C#N)CC(=O)N3C12CC3CC(CC(C3)C1)C2 returned Arr AP2 block 1.6, NSD2 inh 0.0, V-ATPase pHluor 0.3, Keap1-Nrf2 PPI 1.1, CAL PDZ FP-1 0.7, Pemphigus Ab inh 102.4, RTF Ca sens inh -28.1, CAL PDZ FP-2 1.5, C-LANA FP -2.5 and DAGLB inh 5.8.
